Bioassay records: PubChem, National Center for Advancing Translational Sciences (NCATS)
RORgamma inh: qHTS for inhibitors of ROR gamma transcriptional activity. Potency, µM (doses to about 53.6 µM), inactives show at the top dose activity change, negative = inhibition, actives largely listed as inhibitors. Nuclear receptor ROR-gamma (Mus musculus), P51450. Drosophila S2 Gal4-RORgamma UAS-luciferase reporter, 20 h. hit rate 5.4% among 310,000; also: potency is read from the fitted curve at half-maximal effect; % is scaled to controls: 0 for no effect and ±100 for the full control effect; nearly all actives have a fitted effect of over 60% in size
Target sequence (P51450 whole entry, looked up, the tested form may be a part): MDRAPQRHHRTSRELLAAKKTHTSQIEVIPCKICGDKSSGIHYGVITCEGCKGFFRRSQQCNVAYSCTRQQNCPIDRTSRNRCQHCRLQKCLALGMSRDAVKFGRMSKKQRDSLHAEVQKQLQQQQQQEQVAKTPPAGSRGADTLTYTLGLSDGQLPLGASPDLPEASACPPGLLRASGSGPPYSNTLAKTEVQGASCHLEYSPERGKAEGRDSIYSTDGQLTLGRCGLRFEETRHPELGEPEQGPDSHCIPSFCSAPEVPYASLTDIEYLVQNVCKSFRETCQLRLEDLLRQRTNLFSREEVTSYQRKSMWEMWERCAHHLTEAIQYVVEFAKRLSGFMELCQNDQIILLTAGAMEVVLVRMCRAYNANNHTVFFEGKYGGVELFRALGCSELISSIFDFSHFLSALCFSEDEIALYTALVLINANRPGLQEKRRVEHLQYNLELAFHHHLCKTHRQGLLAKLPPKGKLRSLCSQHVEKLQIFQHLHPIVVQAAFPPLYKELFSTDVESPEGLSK
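Schneider cells (Drosophila), stable Gal4 DBD–ROR gamma + UAS-luc; 1 hr cmpd preincubation; Cu2+ induction 700 uM final; 20 hr ambient; luminescence.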
FLuc modulator: qHTS profiling assay for firefly luciferase inhibitor/activator using purifed enzyme and Km concentrations of substrates (counterscreen for miR-21 project). AID 588342, 2011. hit rate 6.9% among 360,000. Potency, µM (top dose mostly 57.5 µM), for inactives: at the highest dose activity change, negative = inhibition, usual class: inhibitors. purified FLuc, Km substrates, luminescence inhibition. Luciferin 4-monooxygenase (Photinus pyralis), P08659;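 also: potency is read from the fitted curve at half-maximal effect; plate controls were vehicle for no effect and reference inhibitor for full effect; nearly all actives have a fitted effect of over 55% in size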
Target sequence (P08659 whole entry, looked up): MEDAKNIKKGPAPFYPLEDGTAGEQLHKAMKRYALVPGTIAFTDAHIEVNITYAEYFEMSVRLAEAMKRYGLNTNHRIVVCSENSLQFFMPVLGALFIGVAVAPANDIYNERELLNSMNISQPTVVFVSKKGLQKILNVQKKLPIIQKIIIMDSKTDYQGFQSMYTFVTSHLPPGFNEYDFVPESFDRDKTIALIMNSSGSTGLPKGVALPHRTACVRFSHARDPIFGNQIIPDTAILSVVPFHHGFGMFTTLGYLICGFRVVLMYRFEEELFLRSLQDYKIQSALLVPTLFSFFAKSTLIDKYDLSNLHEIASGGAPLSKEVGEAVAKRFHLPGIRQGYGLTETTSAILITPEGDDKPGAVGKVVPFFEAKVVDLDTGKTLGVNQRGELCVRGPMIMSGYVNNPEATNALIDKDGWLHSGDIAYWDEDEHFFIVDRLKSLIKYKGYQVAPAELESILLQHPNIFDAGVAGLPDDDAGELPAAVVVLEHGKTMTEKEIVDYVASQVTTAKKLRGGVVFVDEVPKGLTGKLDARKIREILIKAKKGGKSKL
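Purified P. pyralis luciferase (10nM final) with 10uM D-luciferin and 10uM ATP (Km levels) in 50mM Tris acetate pH 7.5, 10mM Mg acetate, 0.01% Tween-20, 0.05% BSA; qHTS 6-point titration, ~60 µM downward; luminescence read.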
BRCA1 expr up: qHTS Assay to Identify Small Molecule Activators of BRCA1 Expression. MCF7-BRCA1-FFLuc reporter, luminescence, 48 h; response scale: scaled: vehicle 0%, 10 µM genistein 100%. Potency, µM (doses to about 46.1 µM), without a hit: at the top dose activation, actives largely listed as activators. hit rate 1.1% among 380,000. AID 624202, 2012; also: potency is read from the fitted curve at half-maximal effect; nearly all actives have a fitted effect of over 80% in size; some results filed as inactive show a strong effect at the top dose
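Luminescence from a BRCA1-driven firefly luciferase in MCF7 cells was read after 48 h compound exposure at 37 C. Data normalized against DMSO and a 10microM genistein activation control, then curve-fitted across the titration.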
NPC1 promoter act: qHTS Assay for NPC1 Promoter Activators; Huh7 NPC1 promoter luciferase reporter, 24 h; Potency, µM (highest dose often 9.22 µM), for inactives: at the highest dose activation, most hits filed as activators; hit rate 2.4% among 320,000; AID 485313, 2010;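 also: potency is read from the fitted curve at half-maximal effect; % of control where 0% means no effect; nearly all actives have a fitted effect of over 60% in size; reporter is driven by a mutant NPC1 promoter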
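Readout is luciferase luminescence, reflecting NPC1 promoter activation in stably transfected Huh7 cells after 24 h compound exposure at 37 °C in reduced-serum medium with 10% FBS.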
p53 reactivation: qHTS assay for re-activators of p53 using a Luc reporter | H1299 p53-A138V BP100-luciferase reporter, luminescence, 24 h | Potency, µM (highest dose often 92.2 µM), inactives show top-dose activity change, positive = activation, usual class: activators | hit rate 0.063% among 320,000 | AID 504706, 2011; also: potency is read from the fitted curve at half-maximal effect; % of control where 0% means no effect; nearly all actives have a fitted effect of over 45% in size
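p53-null H1299 cells stably carrying temperature-sensitive p53-A138V and a BP100-luciferase reporter were pinned with compounds (4-point, 1:5 series) and held 24 hrs at 37 deg C. Luminescence was read 10 min after detection reagent.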
VP16 counter: VP16 counterscreen qHTS for inhibitors of ROR gamma transcriptional activity | AID 2546, 2010 | Potency, µM (titrated, usually from 53.6 µM), for inactives: top-dose activity, negative = inhibition, most hits filed as inhibitors | Drosophila S2 Gal4-VP16 UAS-luciferase, luminescence, 20 h | hit rate 3.5% among 310,000;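 also: Gal4-VP16 expression switched on by copper sulfate through the metallothionein promoter; potency is read from the fitted curve at half-maximal effect; % is scaled to controls: 0 for no effect and ±100 for the full control effect; nearly all actives have a fitted effect of over 50% in size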
TRPV1 agonist: HTS Assay for Compounds that Act as Agonists of the Vanilloid Receptor 1; hit rate 0.19% among 320,000; Transient receptor potential cation channel subfamily V member 1 (Homo sapiens), Q8NER1; TRPV1-expressing cells, Fluo-8 calcium influx, agonist mode; activation, % at 8.33 µM; in the data active = activation above about 80%; inconclusive = between about 30% and that limit; also: 0% is about no effect
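Cells expressing TRPV1 were dye-loaded with Fluo-8 and read kinetically: 10 s baseline, 3 min after compound (agonist portion), then 2 min after EC20 capsaicin (allosteric enhancer portion). Calcium-bound dye fluorescence at 480/520 nm.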
ELG1 genotox: qHTS screen for small molecules that induce genotoxicity in human embryonic kidney (HEK293T) cells expressing luciferase-tagged ELG1 | HEK293T ELG1-luciferase reporter, luminescence, 16 h | Potency, µM (doses to about 46 µM), for inactives: at the highest dose activity change, positive = activation, hits mostly activators | hit rate 1.3% among 330,000; also: potency is read from the fitted curve at half-maximal effect; % of control where 0% means no effect; nearly all actives have a fitted effect of over 60% in size
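Quantitative HTS format in 1536-well plates. HEK293T ELG1-luciferase reporter cells receive test compound and are incubated 16 hr at 37 °C, 5% CO2; ONE-Glo added, 30 min room temperature, then luminescence read.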
ELG1 repair inh: qHTS screen for small molecules that inhibit ELG1-dependent DNA repair in human embryonic kidney (HEK293T) cells expressing luciferase-tagged ELG1; HEK293T ELG1-luciferase reporter, luminescence, 16 h; DNA damage induced by 5-fluorouridine; Potency, µM (highest dose often 46.1 µM), without a hit: at the top dose activity change, negative = inhibition, actives largely listed as inhibitors; hit rate 2.3% among 330,000; AID 504467, 2011; also: potency is read from the fitted curve at half-maximal effect; % is scaled to controls: 0 for no effect and ±100 for the full control effect; nearly all actives have a fitted effect of over 55% in size
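Step one: seed 2,000 cells per well. Step two: pin-transfer compound or DMSO alongside 5-fluorouridine. Step three: incubate 16 hr, 37 °C, 5% CO2. Step four: add ONE-Glo, wait 30 min, read luminescence.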
Tb PFK block: qHTS Assay to Find Inhibitors of T. brucei phosphofructokinase; ATP-dependent 6-phosphofructokinase (Trypanosoma brucei brucei), O15648; T. brucei PFK, ADP-Glo luminescence; Potency, µM (series often up to 57.5 µM), for inactives: at the top dose activity, negative = inhibition, most hits filed as inhibitors; hit rate 0.17% among 330,000; AID 485367, 2010;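 also: potency is read from the fitted curve at half-maximal effect; 0% = uninhibited 1x PFK enzyme wells and -100% = no-enzyme wells; nearly all actives have a fitted effect of over 60% in size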
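ADP-Glo luminescence quantified ADP after 45 min at room temperature, with 1.25 nM T. brucei PFK, 0.1 mM ATP and 0.5 mM fructose-6-phosphate in pH 8.0 TEA buffer. qHTS titrations up to 57 µM; curves classified by quality.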
Rab9 promoter act: qHTS Assay for Rab9 Promoter Activators. Huh7 Rab9 promoter-luciferase reporter, luminescence, 24 h. Potency, µM (top dose mostly 9.22 µM), without a hit: at the top dose activation, negative = inhibition, actives largely listed as activators. hit rate 2.8% among 320,000. AID 485297, 2010; also: potency is read from the fitted curve at half-maximal effect; % of control where 0% means no effect; nearly all actives have a fitted effect of over 60% in size
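Quantitative HTS format; Huh7 Rab9-luciferase reporter cells (1500/well) receive compound 2 h post-plating, incubate 24 h at 37 °C, then get luciferase reagent for 10 min before luminescence reading.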
Active calls of the source: *; ? = inconclusive; / = no result given; & = joins results of further samples; [ ] = remark or other dose. Unless noted, calls follow the shape of the dose curve; as a rule, active = well fitted curve in the direction sought with a large enough effect; inconclusive = small, poorly fitted or top-dose-only effect, or another doubt; inactive = no such curve, though single readings can be large; an effect the other way counts as inactive or inconclusive.

SMILES	RORgamma inh	FLuc modulator	BRCA1 expr up	NPC1 promoter act	p53 reactivation	VP16 counter	TRPV1 agonist	ELG1 genotox	ELG1 repair inh	Tb PFK block	Rab9 promoter act
CS(=O)(=O)N1CCc2cc(C(=O)NC3CC3)ccc21	27%	-2%	1%	-2%	5%	-16%	-3	0%	-4%	-5%	3%
CC(=O)Nc1ccc(NC(=O)CSc2ccc(-c3cccnc3)nn2)cc1	-24%	1%	-4%	1%	-2%	-5%	2	-3%	-9%	-18%	8%
CCOc1ccc(S(=O)(=O)N2CCN(Cc3ccccc3)CC2)cc1	-3%	-11%	-12%	1%	?	-14%	-8	-1%	1%	-4%	3%
CCOC(=O)/C=C/C(=O)Nc1ccc(-c2nnc3n2CCCCC3)cc1	0%	0%	-20%	2%	7%	10%	-3	1%	0%	1%	1%[1.84 µM]
CC1CC(C)CN(S(=O)(=O)c2ccc(C(=O)NNC(=O)c3ccccc3F)cc2)C1 (configuration not stated)	/	/	-5%	/	-4%	/	/	1%	-3%	1%	/
CC(C)CCNC(=O)CN1N=C(c2ccc(Cl)cc2)CCC1=O	15%	1%&5%	0%	0%	-5%	4%	8	-1%	-10%	-4%	-35%[inhibitor]
N#C/C(=C\c1ccc(OC(F)F)cc1)C(=O)N1CCCCC1	-48%	13µM*	48%	0%	19%	4%	?	15%	9%	-1%	-6%
CC(=O)N1CCN(c2ccnc3cc(Cl)ccc23)CC1	14%	-3%	-13%	-4%	-4%	-5%	8	-10%	?	-6%	-1%
CCOC(=O)c1c(C)n(C)c2ccc(OC)c(NC(=O)CN3CCSCC3)c12	9%	-1%	-14%	1%	-2%	-1%	0	-6%	?	-1%	0%
O=C(Nc1cccc(F)c1)OC(CN1CCCCC1)C(F)(F)F (configuration not stated)	31%	0%	-12%	1%	-2%	0%	9	0%	0%	-2%	-5%
Cc1ccc(N2CC(C(=O)OCc3nnc(-c4ccccc4)o3)CC2=O)cc1 (configuration not stated)	/	1%	19%	-1%	1%	/	13	?	18%	-2%	-6%
COc1cc(NS(=O)(=O)c2ccc(NC(=S)NC(=O)C(C)(C)C)cc2)nc(OC)n1	?	-1%	-31%	0%	0%	0%	1	0%	9%	-3%	-2%
CCOC(=O)/C=C/C(=O)N1CCN(C(=O)/C=C/C(=O)OCC)CC1	4%	-2%	0%	-2%	/	-10%	-5	4%	9%	1%	1%
COc1ccccc1NC(=O)c1ccc(COc2ccc3c(c2)CCC3)cc1	-1%	-2%	21%	21%	-8%	-19%	-4	7%	?	0%	24%
CCCc1cc(=O)oc2cc(OC(C)C(=O)NCC3CCC(C(=O)O)CC3)c(Cl)cc12 (configuration not stated)	-3%	-1%	21%	0%	8%	-1%	0	6%	?	0%	0%

The list goes on; it opens with the 4 that closed the last part.
SMILES	RORgamma inh	FLuc modulator	BRCA1 expr up	NPC1 promoter act	p53 reactivation	VP16 counter	TRPV1 agonist	ELG1 genotox	ELG1 repair inh	Tb PFK block	Rab9 promoter act
COc1cc(NS(=O)(=O)c2ccc(NC(=S)NC(=O)C(C)(C)C)cc2)nc(OC)n1	?	-1%	-31%	0%	0%	0%	1	0%	9%	-3%	-2%
CCOC(=O)/C=C/C(=O)N1CCN(C(=O)/C=C/C(=O)OCC)CC1	4%	-2%	0%	-2%	/	-10%	-5	4%	9%	1%	1%
COc1ccccc1NC(=O)c1ccc(COc2ccc3c(c2)CCC3)cc1	-1%	-2%	21%	21%	-8%	-19%	-4	7%	?	0%	24%
CCCc1cc(=O)oc2cc(OC(C)C(=O)NCC3CCC(C(=O)O)CC3)c(Cl)cc12 (configuration not stated)	-3%	-1%	21%	0%	8%	-1%	0	6%	?	0%	0%
Cc1cc(C)c(NC(=O)COC(=O)CCn2c(C)csc2=O)c(C)c1	/	5%	-4%	-3%	-8%	/	-2	1%	12%	0%	14%
CCC(C)N(C(=O)CSc1nc(C)nc2ccccc12)C1CCS(=O)(=O)C1 (configuration not stated)	/	-3%	-23%	1%	15%	/	1	-6%	-29%	-2%	1%
CCN1CCN(c2ccc([N+](=O)[O-])cc2C(=O)c2ccc(Cl)cc2)CC1	22%	11%	-51%	-16%	0%	-6%	8	-4%	0%	-5%	-6%
COc1ccc2nc(SCCN(C)C)[nH]c2c1	-9%	-1%	27%	-2%	3%	-5%	0	4%	21%	1%	2%
O=C(Nc1nccs1)c1cn(-c2ccccc2)nc1-c1ccccc1	7.1µM*	?	-61%	-1%	0%	?	14	-4%	?	1%	-2%
CCCN1C(=O)c2cc(C(=O)Nc3ccc(OC)c(OC)c3)ccc2C1Nc1ccc(OC)c(OC)c1 (configuration not stated)	13%	-12%	0%	-1%	-5%	-5%	6	-11%	?	-1%	12%
Nn1c(SCc2ccc(C(=O)O)cc2)nnc1-c1ccc(Cl)cc1Cl	9%	?	45%	2%	9%	3%	5	5%	?	-5%	1%
N#Cc1cc2c(nc1Cl)CCC2	10%	0%	1%	-6%	4%	-1%	0	0%	-6%	-8%	-2%
COc1ccc(C)cc1S(=O)(=O)N(CC(=O)Nc1cccc([N+](=O)[O-])c1)c1ccccc1	30%	-1%	-55%	-4%	-1%	1%	5	-3%	?	-1%	-1%
CCOC(=O)c1sc(-c2ccc(OC)cc2)cc1NC(C)=O	?	-15%	?	26%	8%	-3%	6	4%	?	4%	22%
NC(=S)Nc1cc(Cl)cc(Cl)c1	-33%	-1%	-7%	-1%	-4%	-6%	2	-5%	-20%	0%	-3%
CCOC(=O)C1CCCN(C(=S)NC(=O)/C=C/c2ccc(F)cc2)C1 (configuration not stated)	10µM*	-1%	-10%	-3%	0%	7.1µM*	?	-2%[9.26 µM]	4%	-2%	-1%
CCc1[nH]nc2c1C(C(C)C)C(C#N)=C(N)O2 (configuration not stated)	-18%	-2%	-13%	8%	?	-16%	2	-6%	1%	5%	11%
O=C(N/N=C/c1ccncc1)C1CC1C(=O)N/N=C/c1ccncc1 (configuration not stated)	4%	-2%	-1%	6%	-15%	-1%	-9	-1%	-1%	-4%	-1%
CCC(=O)Nc1ccc(S(=O)(=O)N2CCCCC2)cc1OC	15%	10%	3%	-1%	-4%	-1%	4	-5%	-8%	2%	1%
CS(=O)(=O)N1CCC(C(=O)Nc2ccc(OCc3ccccc3)cc2)CC1	-16%	-2%	3%	-4%	3%	-6%	10	-2%	6%	4%	-2%
COc1ccc2sc(-c3ccccc3OC)c(-c3ccc(OCCN4CCOCC4)cc3)c2c1	/	/	0%	/	2%	/	/	-1%	-18%	1%	/
CCn1ncc(CNC(=O)C2(C)CC2(Cl)Cl)c1C (configuration not stated)	?	1%	34%	-3%	5%	-6%	-2	-1%	-1%	-2%	-8%
Cc1occc1-c1nnc(SCC(=O)NC2CCCC2)n1-c1ccccc1	7%	0%	-34%	-4%	-5%	20%	-3	2%	-19%	0%	0%
Clc1ccc(SCc2cc(-c3ccccc3)on2)cc1	15%	-4%	36%	2%	25%	-4%	19	?	?	1%	4%
CCC(C)C(NC(=O)OCc1ccccc1)C(=O)NC(Cc1ccc(O)cc1)C(=O)OC (configuration not stated)	10%	-3%	-13%	-1%	-1%	-3%	4	-1%	19%	-10%	-8%
CCN(CC)CCNC(=O)CCc1c(C)nc2c(c(C)nn2-c2ccc(C)c(C)c2)c1C	-4%	0%	-58%	-4%	-2%	-13%	24	4%	?	-6%	-13%
CC(C)Cc1cc(C(=O)Nc2ccc(F)cc2F)no1	44%	11µM*	-7%	12%	?	-6%	28	16µM*	?	-3%	14%
O=C(O)CSc1sc(=S)sc1SCC(=O)O	-18%	-11%	-1%	-1%	-5%	-5%	-2	-2%	7%	12%	0%
COCCNC(=O)c1cc2nc3c(c(C(F)(F)F)n2n1)CCc1ccccc1-3	26%	1%	-10%	-5%	2%	-22%	-6	4%	0%	4%	-18%
